Nrf2 inh: Nrf2 qHTS screen for inhibitors. A549 ARE-Fluc reporter, luciferase luminescence, 18-24 h. Potency, µM (series often up to 46 µM), for the others: at the top dose activity change, negative = inhibition, actives largely listed as inhibitors. 2.1% of 360,000 active; further: potency means the concentration at half of the fitted maximal effect; on the % scale 0 is the no-effect control and ±100 the full control effect; nearly all actives have a fitted effect of over 60% in size
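Concentration-response testing used A549 ARE_Fluc cells at 5000 cells/well. Following an 18-24 h compound incubation, viability was read by fluorescence (Ex 405/Em 525) and luciferase output by luminescence.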
A549 tox: Nrf2 qHTS screen for inhibitors: counterscreen for cytotoxicity; A549 ARE-Fluc cells, CellTiter-Fluor viability, 18-24 h; Potency, µM (doses to about 46 µM), without a hit: top-dose activity change, negative = cytotoxicity, most hits filed as inhibitors; 0.16% of 390,000 active; AID 504648, 2011; further: potency means the concentration at half of the fitted maximal effect; on the % scale 0 is the no-effect control and ±100 the full control effect
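A549 ARE-Fluc cells in 5% FBS OPTI-MEM, 5000 cells/well, rested 2 h then exposed to compounds in concentration-response for 18-24 h at 37 °C. Viability by CellTiter-Fluor fluorescence (Ex 405/Em 525) after 30 min; luciferase luminescence (BugLite, 15 min, RT) read afterwards.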
Nrf2 ARE act: qHTS of Nrf2 Activators | AREc32 ARE-luciferase reporter (MCF7-derived line), luminescence, 24 h | Potency, µM (doses to about 46.1 µM), inactives show at the top dose activation, hits mostly activators | 0.31% of 410,000 active; further: potency means the concentration at half of the fitted maximal effect; % of control where 0% means no effect; nearly all actives have a fitted effect of over 65% in size
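ARE-driven firefly luciferase activity in AREc32 cells measured after a 24 hr compound exposure at 37 deg C, using Steady-Glo reagent and a 30 min room-temperature hold.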
EPAC2 ag: qHTS for Agonist of cAMP-regulated guanine nucleotide exchange factor 4 (EPAC2): primary screen; Rap guanine nucleotide exchange factor 4 (Homo sapiens), Q8WZA2; EPAC2 activation, biochemical qHTS; response scale: 100% = 6.5 mM cAMP response; Potency, µM (highest dose often 154 µM), for inactives: at the highest dose activation, usual class: activators; 0.079% of 360,000 active; AID 720711, 2013; further: potency means the concentration at half of the fitted maximal effect; nearly all actives have a fitted effect of over 50% in size
Target sequence (Q8WZA2 whole entry, looked up): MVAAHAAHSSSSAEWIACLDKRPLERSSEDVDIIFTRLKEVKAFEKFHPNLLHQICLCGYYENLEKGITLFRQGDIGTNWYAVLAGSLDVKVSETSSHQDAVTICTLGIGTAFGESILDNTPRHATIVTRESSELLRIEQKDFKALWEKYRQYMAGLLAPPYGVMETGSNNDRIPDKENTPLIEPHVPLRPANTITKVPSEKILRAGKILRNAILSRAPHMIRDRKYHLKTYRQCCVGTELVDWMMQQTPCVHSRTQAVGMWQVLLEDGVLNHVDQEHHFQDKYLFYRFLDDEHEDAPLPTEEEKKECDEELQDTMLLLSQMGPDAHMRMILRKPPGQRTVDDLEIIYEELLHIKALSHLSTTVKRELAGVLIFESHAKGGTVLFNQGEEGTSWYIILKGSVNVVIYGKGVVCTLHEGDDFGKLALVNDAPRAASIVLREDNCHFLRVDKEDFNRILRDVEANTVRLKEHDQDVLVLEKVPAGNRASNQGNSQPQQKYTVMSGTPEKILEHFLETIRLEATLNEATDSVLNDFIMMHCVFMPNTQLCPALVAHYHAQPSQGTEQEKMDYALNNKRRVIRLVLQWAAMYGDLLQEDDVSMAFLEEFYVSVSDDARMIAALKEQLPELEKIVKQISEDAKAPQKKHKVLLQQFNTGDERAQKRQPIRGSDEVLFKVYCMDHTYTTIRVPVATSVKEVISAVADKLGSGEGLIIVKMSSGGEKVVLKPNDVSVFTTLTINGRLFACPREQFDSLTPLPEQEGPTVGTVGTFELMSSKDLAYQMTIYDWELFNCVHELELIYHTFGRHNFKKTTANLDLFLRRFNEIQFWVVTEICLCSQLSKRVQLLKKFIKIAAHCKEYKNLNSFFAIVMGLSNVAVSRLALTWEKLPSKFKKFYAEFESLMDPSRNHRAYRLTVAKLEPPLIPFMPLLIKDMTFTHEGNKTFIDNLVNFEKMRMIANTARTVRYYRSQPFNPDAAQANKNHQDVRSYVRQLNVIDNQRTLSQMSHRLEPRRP
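Exchange assay: 100 nM EPAC2 with 250 nM Rap1B-BODIPY-GDP and 50 uM GDP. Fluorescence (ex 480/em 540 nm) read every 5 min for 30 min at room temperature. Data normalized to 6.5 mM cAMP as agonist control.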
S2 tox: Viability Counterscreen for Primary qHTS for Inhibitors of ATXN expression; S2 cells (HEK-293 line with an ATXN2-luciferase reporter) viability, CellTiter-Fluor protease fluorescence, 24 h; Potency, µM (doses to about 56.7 µM), usual class: cytotoxic; 0.49% of 400,000 active; further: potency means the concentration at half of the fitted maximal effect; nearly all actives have a fitted effect of over 40% in size
IL-2 act: qHTS of IL-2 Activators; AID 652025, 2013; 0.065% of 360,000 active; IL-2 activation reporter assay, cell-based qHTS; stimulated with anti-CD3/CD4/CD28 beads; in transgenic mouse T cells; activation, % (series mostly up to about 46 µM); in the data active means activation above about 50%; inconclusive means mostly about 30% to 49%; further: 0% is about no effect
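EGFP and DsRed fluorescence is measured by plate cytometry in unstimulated transgenic mouse T cells exposed to compound for 60 minutes, then stimulated 18 hours at 37 degrees C with anti-CD3/anti-CD4 beads plus anti-CD28.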
ATXN2 expr inh: Primary qHTS for Inhibitors of ATXN expression. Potency, µM (doses to about 57 µM), without a hit: at the top dose activity change, negative = inhibition, actives largely listed as inhibitors. HEK-293 ATXN2-luciferase reporter, luminescence, 24 h. 0.72% of 360,000 active. AID 1745845, 2022; further: potency means the concentration at half of the fitted maximal effect; on the % scale 0 is the no-effect control and ±100 the full control effect; nearly all actives have a fitted effect of over 55% in size
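ATXN2-luciferase reporter cells (luciferase flanked by upstream and downstream ATXN2 gene portions) were treated 24 h at 37 °C with compounds at up to 57 uM. SteadyGlo luminescence gave expression; GF-AFC fluorescence gave viability.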
TGFb inhibitor: qHTS for Inhibitors of TGF-b; HepG2 CAGA-GFP TGF-b/SMAD3 reporter, GFP fluorescence, 18 h; TGF-beta stimulated, 500 pg/mL final; Potency, µM (doses to about 46.1 µM), for the others: at the highest dose activity, negative = inhibition, usual class: inhibitors; 1.2% of 410,000 active; AID 588855, 2011; further: potency means the concentration at half of the fitted maximal effect; on the % scale 0 is the no-effect control and ±100 the full control effect; nearly all actives have a fitted effect of over 65% in size
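TGF-beta reporter screen: HEPG2 CAGA-GFP, 1% FBS, 500 pg/mL TGF-beta final, 18 h; per-cell GFP summed per well; curves fitted and categorized by class.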
HepG2 tox: qHTS for Inhibitors of TGF-b: Cytotox Counterscreen; HepG2 CAGA-GFP viability, ATP luminescence, 18 h; Potency, µM (doses to about 46.1 µM), inactives show at the top dose activity change, negative = cytotoxicity, most hits filed as cytotoxic; 0.76% of 410,000 active; AID 588856, 2011; further: potency means the concentration at half of the fitted maximal effect; some results filed as inactive show a strong effect at the top dose
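HepG2 CAGA-GFP cells (1000/well, DMEM with 1% FBS) received compound, then TGF-beta at 500 pg/mL final, and were incubated 18 hours at 37 degrees C. Viability was read by CellTiter-Glo luminescence. Media-only wells were set as complete cell-killing and DMSO as no toxicity.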
* = called active by the depositor; i = inactive; ? = inconclusive; · = no result given; & = joins results of further samples; [ ] = remark or other dose. Unless noted, the call rests on the fitted dose curve; in most records, active means well fitted curve in the direction sought with a large enough effect; inconclusive means small, poorly fitted or top-dose-only effect, or another doubt; inactive means no such curve, though single readings can be large; an effect the other way counts as inactive or inconclusive. Not all compounds are listed, so the mix of outcomes need not match the whole.

SMILES	Nrf2 inh	A549 tox	Nrf2 ARE act	EPAC2 ag	S2 tox	IL-2 act	ATXN2 expr inh	TGFb inhibitor	HepG2 tox
CCc1ccccc1OC[C@@H](O)CN[C@H]1CCCc2ccccc21	15%	-9%	-3.3%	0%	?	-0.7	?	?	-104%
CC(C)(C)NCC(O)COc1cccc2c1CC(O)C(O)C2 (stereo not drawn)	9%	-3%	0.0%	-3%	i	0.6	5%	2%	-17%
CCCC(=O)O[C@]1(C(=O)COC(C)=O)CC[C@H]2[C@@H]3C[C@H](F)C4=CC(=O)C=C[C@]4(C)[C@@]3(F)[C@@H](O)C[C@@]21C	·	-12%	0.2%	2%	i	1.3	-20%	23%	4%
C/C(=N\NC(=S)NCc1ccccc1)C1CCCCC1	15%	11%	-0.4%	10%	i	-3.3	4%	-21%	-22%
CN(C)C/C=C(\c1ccc(Br)cc1)c1cccnc1	-1%	2%	0.2%	5%	i	0.9	-18%	25%	-28%
O=C(Nc1cc(-c2ccccc2)nn1-c1ccccc1F)c1ccc([N+](=O)[O-])cc1	21µM*	-14%	6.0%	-11%	i	0.5	-18%	?	-14%
CC(=O)Oc1ccc2c(C)cc(=O)oc2c1	·	23%	0.5%	11%	i	-0.2	1%	7%	11%
C[C@@H]1C[C@H]2[C@@H]3CCC4=CC(=O)C=C[C@]4(C)[C@@]3(Cl)[C@@H](O)C[C@]2(C)[C@@]1(OC(=O)c1ccco1)C(=O)CCl	·	-22%	-1.2%	11%	?	-0.8	?	-4%	-42%
C[C@H](CCC(=O)O)[C@H]1CC[C@H]2[C@@H]3[C@H](O)C[C@@H]4C[C@H](O)CC[C@]4(C)[C@H]3CC[C@]12C	-6%	-2%	-0.1%	-3%	i	0.2	7%	-4%	6%
COc1cc(N)c(Cl)cc1C(=O)N[C@H]1CCN(CCCOc2ccc(F)cc2)C[C@H]1OC	-11%	-29%	3.3%	2%	?	-0.2	-21%	34%[activator]	-33%
Cc1cc(=O)oc2cc(O)ccc12	5%	1%	0.2%	-3%	i	-0.5	1%&-4%&15%	-1%	4%
Cn1ccc2cc3c(cc21)CCN3C(=O)Nc1cccnc1	3%	-7%	4.5%	7%	i	0.6	42%[activator]	-1%	-24%
CC1(C)O[C@@H]2C[C@H]3[C@@H]4C[C@H](F)C5=CC(=O)C=C[C@]5(C)[C@@]4(F)[C@@H](O)C[C@]3(C)[C@]2(C(=O)CO)O1	·	-10%	-0.7%	2%	i	-0.7	1%&0%	52%[activator]	1%
CC(C)OCc1cc(CN2CCN(c3ccccc3)CC2)c(O)c2ncccc12	-18%	1%	-0.8%	·	?	·	1.3µM*	2.2µM*	-36%
CCCCOc1cc(C(=O)OCCN(CC)CC)ccc1N	12%&6%	-1%&-2%	0.0%&0.4%	12%&0%	i	-0.1&0.5	2%&3%&-1%	18%&12%	-24%&-1%

One compound at a time, from the list above. Values in the order: Nrf2 inh	A549 tox	Nrf2 ARE act	EPAC2 ag	S2 tox	IL-2 act	ATXN2 expr inh	TGFb inhibitor	HepG2 tox
Shown for `CC(=O)Oc1ccc2c(C)cc(=O)oc2c1` → ·	23%	0.5%	11%	i	-0.2	1%	7%	11%
Shown for `C[C@@H]1C[C@H]2[C@@H]3CCC4=CC(=O)C=C[C@]4(C)[C@@]3(Cl)[C@@H](O)C[C@]2(C)[C@@]1(OC(=O)c1ccco1)C(=O)CCl` → ·	-22%	-1.2%	11%	?	-0.8	?	-4%	-42%

Remaining list, next part.
SMILES	Nrf2 inh	A549 tox	Nrf2 ARE act	EPAC2 ag	S2 tox	IL-2 act	ATXN2 expr inh	TGFb inhibitor	HepG2 tox
COC(=O)N/N=C/c1c[n+]([O-])c2ccccc2[n+]1[O-]	1%	-4%	0.6%	10%	i	-0.1	4%&9%	-15%	-26%
COc1cc(C2Oc3cc(C4Oc5cc(O)cc(O)c5C(=O)C4O)ccc3OC2CO)ccc1O (stereo not drawn)	15%	-5%	1.1%	2%	i	0.6	-4%	2%	-10%
CC[C@]12CCCN3CCc4c(n(c5ccccc45)[C@](O)(C(=O)OC)C1)[C@@H]32	2%	-4%	0.6%	6%	i	0.1	-5%	15%	-16%
CCCCCCCCCCCCCCC[C@@H](O)[C@@H](N)CO	3%	0%	0.6%	24%	?	-0.3	0%	-5%	-4%
CC(C)(C)NCC(O)COc1cccc2c1C[C@H](O)[C@H](O)C2 (stereo partly drawn)	8%	-1%	-1.2%	-10%	i	0.9	-3%&9%	3%	8%
CCC(C(=O)Nc1ccccc1N1CCCC1)c1ccccc1 (stereo not drawn)	-6%	2%	-0.1%	-6%	i	-4.9	-8%	-1%	-2%
CCOc1ccc2nc(N3CCC(C(=O)Nc4ccccc4CC)CC3)sc2c1	-13%	?	4.2%	·	·	·	·	-6%	10%
CC(=O)OCC(=O)[C@@]1(O)CC[C@H]2[C@@H]3CCC4=CC(=O)C=C[C@]4(C)[C@@]3(F)[C@@H](O)C[C@@]21C	0.029µM*	-5%	-0.9%	-8%	i	0.0	-14%&-20%	13%	-23%
O=C(O)Cc1sc(-c2ccccc2)nc1-c1ccc(Cl)cc1	·	·	-0.2%	5%	i	-1.5	-8%	16%	2%
CCOC(=O)c1ccc(NC(=O)c2cc(=O)c3ccc(C)c(C)c3o2)cc1	?	-21%	0.4%	·	i	·	8%	10%	12%
CC1O[C@@H](OCC2O[C@@H](Oc3cc(O)c4c(c3)OC(c3ccc(O)cc3)CC4=O)[C@H](O)[C@@H](O)[C@@H]2O)[C@H](O)[C@H](O)[C@H]1O (stereo partly drawn)	-4%	1%	2.9%	0%	i	0.0	-9%	-2%	-6%
CN(C)CC/C=C1/c2ccccc2COc2ccc(CC(=O)O)cc21	0%	0%	0.3%	0%	?	-0.3	6%&3%	14%	4%
CCCC1(c2ccccc2)NC(=O)N(CC(=O)N(C)Cc2c(F)cccc2Cl)C1=O (stereo not drawn)	-20%	0%	-0.3%	8%	i	-2.8	3%	-25%	-18%
COc1ccc(C(=O)c2ccccc2)c(O)c1	15%	-4%	2.6%	1%	i	-2.5	14%&21%	?	2%
Cc1c(Cl)cccc1NC(=O)Cn1cc(C(=O)C2CCCCC2)c2ccccc21	2.9µM*	-21%	0.3%	·	·	·	·	?	-45%

Fetched by compound from the entries so far:
SMILES	Nrf2 inh	A549 tox	Nrf2 ARE act	EPAC2 ag	S2 tox	IL-2 act	ATXN2 expr inh	TGFb inhibitor	HepG2 tox
COc1ccc(C(=O)c2ccccc2)c(O)c1	15%	-4%	2.6%	1%	i	-2.5	14%&21%	?	2%
CCOC(=O)c1ccc(NC(=O)c2cc(=O)c3ccc(C)c(C)c3o2)cc1	?	-21%	0.4%	·	i	·	8%	10%	12%
CC[C@]12CCCN3CCc4c(n(c5ccccc45)[C@](O)(C(=O)OC)C1)[C@@H]32	2%	-4%	0.6%	6%	i	0.1	-5%	15%	-16%

New compounds follow:
SMILES	Nrf2 inh	A549 tox	Nrf2 ARE act	EPAC2 ag	S2 tox	IL-2 act	ATXN2 expr inh	TGFb inhibitor	HepG2 tox
Cc1ccc(C)c(Nc2nc3nonc3nc2Nc2cccc(C)c2C)c1	5.8µM*	?	0.8%	·	·	·	?	6.3µM*	-45%
C[C@H](O)CC(=O)O	7%&-9%	-4%&0%	0.0%&0.5%	4%&14%	i	0.2&0.0	4%&6%	-2%&12%	-6%&8%
CCCC(=O)O[C@]1(C(=O)CCl)[C@@H](C)C[C@H]2[C@@H]3CCC4=CC(=O)C=C[C@]4(C)[C@@]3(F)C(=O)C[C@@]21C	?	-11%	-0.8%	6%	i	0.3	-19%&10%	2%	-6%
Cc1scc2c1N(C(=O)CN1CCN(C)CC1)c1ccccc1NC2=O	6%	4%	0.6%	6%	i	-0.2	2%&-3%	8%	1%
N=c1nc(N2CCCCC2)cc(N)n1O	6%&5%	3%&-7%	0.5%&-1.2%	9%&-3%	i	-0.6&0.1	-1%&4%&3%&12%	2%&-3%	-13%&4%
O=C1NC(=S)S/C1=C\C=C\c1ccc([N+](=O)[O-])o1	?	?	?	-11%	8.9µM*	6.0	?	2.2µM*	-105%
O=C(NC1CCN(CCc2c[nH]c3ccccc23)CC1)c1ccccc1	13%	-1%	0.9%	-3%	i	-1.9	-21%&-22%	5%	-19%
O=[N+]([O-])c1cncn1CCN1CCOCC1	-6%	3%	3.3%	4%	?	-6.2	-1%&5%	2%	-1%
CN[C@@H]1[C@H](O)[C@H](NC)[C@H]2O[C@@]3(O)C(=O)C[C@@H](C)O[C@H]3O[C@@H]2[C@H]1O	-11%	0%	0.0%	5%	i	-0.9	12%	27%	-15%
CCCOc1ccc(C(=O)OCCN(CC)CC)cc1N	8%	1%	0.1%	1%	i	-0.2	2%&-3%&14%	-15%	-1%
O=C(O)Cc1cn(-c2ccccc2)nc1-c1ccc(Cl)cc1	-38%	-13%	-0.3%	-3%	i	-0.3	-19%&1%	-32%	-26%
CN(C)S(=O)(=O)n1cc(/C=C(\NC(=O)c2ccccc2)C(=O)NCCCn2ccnc2)c2ccccc21	-2%&9%	-1%&9%	-0.1%&0.4%	0%	i	4.7	-4%&4%	-23%&5%	3%&-3%
CC(Cc1cccc(C(F)(F)F)c1)NCCOC(=O)c1ccccc1 (stereo not drawn)	0%&-5%	-5%&1%	-0.6%&0.3%	1%&0%	i	0.7&1.0	-10%&-2%&-9%	-4%&13%	-30%&3%

Bioassay records deposited in PubChem by National Center for Advancing Translational Sciences (NCATS).
